TAG inh = inhibitors of triacylglycerol accumulation. 0.66% of 230,000 active. H9c2 cells, Nile Red lipid (TAG) fluorescence; cells loaded with 200 µM oleic acid. inhibition, % at 12.5 µM;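 active means pattern-corrected inhibition of lipid staining of at least 50% with the nuclear-stain viability signal not falling by more than 50%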;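 further: 0% = DMSO wells and 100% = triacsin C control wells; some results filed as inactive read as strong as hits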
TAG inh DAPI viability = also measured in TAG inh; calls as there; DAPI nuclei signal change (viability), lower = more cytotoxic, %;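 whole-well DAPI fluorescence read on a plate reader as a viability signal; minus 50 percent equals half of cells still viable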
Active calls of the source: *; & = joins results of further samples. An excerpt; count on the stated rates, not on these rows.

SMILES	TAG inh	TAG inh DAPI viability
COC(=O)/C=C1\N/C(=N\c2nc(C)cc(C)n2)N(c2ccccc2)C1=O	1	-4
Nc1nc(CN2CCN(c3cccc(Cl)c3)CC2)nc(N2CCCc3ccccc32)n1	-9	-11
CC(C)CC1C(=O)N(Cc2cn(CCC3OCCCO3)nn2)CCS(=O)(=O)N1Cc1ccc(-c2cccc(N(C)C)c2)cc1 (stereo not given)	-4	-7
N#Cc1cc(-c2ccccc2)nc(NN)n1	-2	2
c1cncc(-c2nc(-c3ccc4c(c3)OCO4)cs2)c1	-35	-2
CCOC(=O)c1cc(-c2ccc(C)cc2)n(CCC(=O)NCCCOC)c1C	29	4
COc1ccccc1C(=O)NCCC(=O)NC1=NCCS1	4	3
Cn1cc(SCC(=O)NCCc2ccccc2)c2ccccc21	-6	-4
CCOCc1c(C(=O)Nc2ccccc2N2CCN(C)CC2)oc2ccccc12	15	6
CN(C(=O)CSc1nnc(N)s1)c1c(N)n(Cc2ccccc2)c(=O)[nH]c1=O	10	-7
COc1cc(C(=O)NNC(=O)CCOc2cccc(Br)c2)cc(OC)c1OC	-1	0
c1ccc2[nH]c(NCCN3CCOCC3)nc2c1	9	-3
O=C(Nc1ccc(Cl)cc1F)c1ccc2c(c1)C(=O)N(Cc1ccncc1)C2=O	4	1
COc1ccccc1C(=O)NCCC(=O)N1CCCCCCC1	-7	-2
O=C(COC(=O)c1ccco1)c1ccc2ccccc2c1	-18	4
O=C1c2oc3ccc(F)cc3c(=O)c2C(c2cccc(O)c2)N1CCCN1CCOCC1 (stereo not given)	10	-1
COc1cc2oc(=O)cc(-c3cccc(-c4ccc(C(F)(F)F)cc4)c3)c2c(OC)c1OC	-11	-7
CCOC(=O)c1c(C)[nH]c(C(=O)COC(=O)CCNS(=O)(=O)c2ccc(NC(C)=O)cc2)c1C	2	-1
CSc1ncccc1C(=O)OCC(=O)NC1CC1	0	-3
Cc1ccc(CN2CCN(Cc3ccc(-n4cccn4)cc3C)CC2CCO)cc1 (stereo not given)	-5	19
O=[N+]([O-])c1ccc(S(=O)(=O)c2cccc(C(F)(F)F)c2)nc1	93	-67
CC(O)CNc1nc2sc3c(c2c(=O)n1CCc1ccccc1)CCCCC3 (stereo not given)	25	-9
CC(CCc1ccccc1)NC(=O)C1CCN(S(=O)(=O)c2cnc[nH]2)CC1 (stereo not given)	7	9
COC(=O)Cc1csc(N)n1	3&-13	-7&-5
O=C(NCc1ccccc1)c1ccc(NC(=O)c2ccccc2F)cc1	-7	15
CC1CCN(Cc2csc(N)n2)CC1	1	5
CN(CC(=O)Nc1ccc(Cl)cc1)CC(=O)N1CCc2ccccc21	10	6
Cc1ccc(CN2CCN(Cc3cnn(-c4ccc(F)cc4)c3)CC2CCO)o1 (stereo not given)	-5	2
CC(N)c1csc(Nc2ccc(C(=O)NCCO)cc2)n1 (stereo not given)	0	5
CC(C)(C)NC(=O)C[C@H]1C[C@H](C(=O)N2CCOCC2)[C@@]2(CCC3CCCC3)c3[nH]c4cc(-c5ccco5)ccc4c3CCN2C1=O	44	-4
Cc1cccc(NC(=O)C2CCN(C(=O)c3ccc(Cl)cc3)CC2)n1	1	2
Cc1cccc(C(=O)N=C2SC3CS(=O)(=O)CC3N2c2ccccc2)c1 (stereo not given)	14	-4
COc1ccc(-c2nc3ncnn3cc2C)cc1F	7	3
C/C=C/C(=O)OCC(=O)Nc1cccc(Br)c1	-2	2
CCOc1ccc(CC(=O)N2CCN(c3ccc(N4CCOCC4)nn3)CC2)cc1OCC	8	-5
CSCCC(NC(=O)c1ccc(Cl)cc1)C(=O)OCC(=O)N1CCCC1=O (stereo not given)	-5	-1
CCn1c(SCC(=O)Nc2ccc(NC(=O)c3cccs3)cc2)nnc1-c1cccnc1	15	0
Cc1cccc(NC(=O)CO/N=C/c2ccc3c(c2)OCO3)c1	-2	-4
COC(=O)[C@H]1C[C@@]2(O)CN(S(=O)(=O)c3ccc(C)cc3)C[C@@]2(OC(=O)NCc2ccc(OC)c(OC)c2)C[C@H]1C(=O)OC	-17	-4
CSc1ccccc1C(=O)Nc1ccc(S(=O)(=O)NC2=NCCCCC2)cc1	2	7
CC(C)(C)N(Cc1ccc2c(c1)OCO2)C(=O)/C=C\S(=O)c1ccccc1 (stereo not given)	83*	-13*
COc1ccc(CCNC(=O)CCOc2cc(C)ccc2C)cc1OC	34	1
Cn1nc(C(=O)Nc2ccc(-n3cnnn3)cc2)c2ccccc2c1=O	29	-7
CCOc1ccc(NS(=O)(=O)c2ccc(NC(=O)C3CCCO3)cc2)cc1 (stereo not given)	-25	-6
CC1=C(C(=O)N(C)C)CC(CC(=O)NC2CCCCC2)C(=O)N1CCC1=CCCCC1 (stereo not given)	-10	3
COc1cccc(NC(=O)C(C)NS(=O)(=O)c2ccc(Br)cc2)c1 (stereo not given)	10	3
Cc1nc(SCC(=O)OCc2ccccc2)c2c(=O)n(C)c(=O)n(C)c2n1	11	1
O=C(Nc1cc(F)ccc1F)N1CCN(c2ccnc3cc(Cl)ccc23)CC1	-5	-6
CCOc1nc(SCCOc2ccc(C)cc2)nc(N(C)C)n1	-8	-6
Cc1cccc(C(=O)NNC(=O)c2ccccc2)c1	-1	-5
Cc1ccc(S(=O)(=O)NN/C(=N/S(=O)(=O)c2ccccc2)c2ccccc2)cc1	1	-1
CN(C)c1ccc(-c2nnc(-c3ccccc3F)o2)cc1	-1	23
O=C(C(=O)N1CCc2ccccc2C1)c1c[nH]c2ccccc12	-24	4
Cc1ccccc1NS(=O)(=O)c1ccc(C(=O)N2CCC2)cc1	5	-8
CN(C)c1ccc(CN(C(=O)/C=C/c2ccccc2Cl)C2CCS(=O)(=O)C2)cc1 (stereo not given)	4	1
C#CCOCCOCCOCCNc1nc(N2CCN(C(=O)[C@H](Cc3ccc(O)cc3)n3cc([C@@H](N)C(C)CC)nn3)CC2)nc(N2CCN(C(=O)[C@H](Cc3cc4ccccc4[nH]3)n3cc([C@@H](N)C(C)CC)nn3)CC2)n1 (stereo not given in full)	6	11
Cn1nnnc1SCC(=O)N1CCc2ccccc21	-8	12
COCC(=O)N(Cc1cc2cc(C)ccc2[nH]c1=O)c1ccc(C)c(C)c1	-6	-7
COc1ccccc1-n1ccnc1SCC(=O)NC(C)(C)C	9	-9
CSc1nc(N(C)C)nc(N(C)C#N)n1	-1	10

24 consecutive entries out of the list so far:
SMILES	TAG inh	TAG inh DAPI viability
C/C=C/C(=O)OCC(=O)Nc1cccc(Br)c1	-2	2
CCOc1ccc(CC(=O)N2CCN(c3ccc(N4CCOCC4)nn3)CC2)cc1OCC	8	-5
CSCCC(NC(=O)c1ccc(Cl)cc1)C(=O)OCC(=O)N1CCCC1=O (stereo not given)	-5	-1
CCn1c(SCC(=O)Nc2ccc(NC(=O)c3cccs3)cc2)nnc1-c1cccnc1	15	0
Cc1cccc(NC(=O)CO/N=C/c2ccc3c(c2)OCO3)c1	-2	-4
COC(=O)[C@H]1C[C@@]2(O)CN(S(=O)(=O)c3ccc(C)cc3)C[C@@]2(OC(=O)NCc2ccc(OC)c(OC)c2)C[C@H]1C(=O)OC	-17	-4
CSc1ccccc1C(=O)Nc1ccc(S(=O)(=O)NC2=NCCCCC2)cc1	2	7
CC(C)(C)N(Cc1ccc2c(c1)OCO2)C(=O)/C=C\S(=O)c1ccccc1 (stereo not given)	83*	-13*
COc1ccc(CCNC(=O)CCOc2cc(C)ccc2C)cc1OC	34	1
Cn1nc(C(=O)Nc2ccc(-n3cnnn3)cc2)c2ccccc2c1=O	29	-7
CCOc1ccc(NS(=O)(=O)c2ccc(NC(=O)C3CCCO3)cc2)cc1 (stereo not given)	-25	-6
CC1=C(C(=O)N(C)C)CC(CC(=O)NC2CCCCC2)C(=O)N1CCC1=CCCCC1 (stereo not given)	-10	3
COc1cccc(NC(=O)C(C)NS(=O)(=O)c2ccc(Br)cc2)c1 (stereo not given)	10	3
Cc1nc(SCC(=O)OCc2ccccc2)c2c(=O)n(C)c(=O)n(C)c2n1	11	1
O=C(Nc1cc(F)ccc1F)N1CCN(c2ccnc3cc(Cl)ccc23)CC1	-5	-6
CCOc1nc(SCCOc2ccc(C)cc2)nc(N(C)C)n1	-8	-6
Cc1cccc(C(=O)NNC(=O)c2ccccc2)c1	-1	-5
Cc1ccc(S(=O)(=O)NN/C(=N/S(=O)(=O)c2ccccc2)c2ccccc2)cc1	1	-1
CN(C)c1ccc(-c2nnc(-c3ccccc3F)o2)cc1	-1	23
O=C(C(=O)N1CCc2ccccc2C1)c1c[nH]c2ccccc12	-24	4
Cc1ccccc1NS(=O)(=O)c1ccc(C(=O)N2CCC2)cc1	5	-8
CN(C)c1ccc(CN(C(=O)/C=C/c2ccccc2Cl)C2CCS(=O)(=O)C2)cc1 (stereo not given)	4	1
C#CCOCCOCCOCCNc1nc(N2CCN(C(=O)[C@H](Cc3ccc(O)cc3)n3cc([C@@H](N)C(C)CC)nn3)CC2)nc(N2CCN(C(=O)[C@H](Cc3cc4ccccc4[nH]3)n3cc([C@@H](N)C(C)CC)nn3)CC2)n1 (stereo not given in full)	6	11
Cn1nnnc1SCC(=O)N1CCc2ccccc21	-8	12

Returning to the listing with the 2 entries that preceded the break.
SMILES	TAG inh	TAG inh DAPI viability
COc1ccccc1-n1ccnc1SCC(=O)NC(C)(C)C	9	-9
CSc1nc(N(C)C)nc(N(C)C#N)n1	-1	10
Cn1nccc1C(=O)Nc1cc(Cl)ccc1Cl	33	7
CCOC(=O)[C@H]1[C@H]2COc3ccccc3[C@@H]2N2C(=O)c3cc(OC)ccc3NC(=O)[C@@]12C	27	-7
C/C(Cc1ccccc1)=N\NC(=O)c1cc(C(C)(C)C)[nH]n1	9	9
Oc1cc2ccccc2cc1-c1n[nH]c(=S)n1Cc1ccco1	-10	22
COc1ccc(C(C)=O)cc1COC(=O)c1cccc(N(C)C)c1	5	-9
CCOC(=O)c1c(C)[nH]c(C)c1C(=O)CSc1nnc(-c2ccncc2)n1C	-7	2
O=C(CN1CCN(Cc2ccccc2)CC1)Nc1cccc(Cl)c1Cl	-1	11

Compound activity from PubChem BioAssay.
